# FLuc inhib CS = inhibits firefly luciferase, flagging false hits in luciferase inhibition screens; P08659; actives 1.5% (n = 200,000); inhibition, % at 10 µM; AID 1006; ATPLite firefly luciferase biochemical luminescence, 10 min;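 active = inhibition above about 50% when tested at 10 µM, limit read from the data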
# bIAP activator = intestinal alkaline phosphatase (bovine) activation. purified bovine IAP, CDP-star luminescence, 30 min; stronger effect = higher value; fold of DMSO-control signal, blank-subtracted. activation factor at 20 µM. actives 0.17% (n = 200,000). AID 1016;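 active = activation factor of 2 or more at 20 µM, a signal rise over negative controls twice the positive control's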
# TNAP inh hiacc = blocks human TNAP under high phosphate acceptor concentration | AID 1135 | actives 0.03% (n = 200,000) | purified TNAP, CDP-star luminescence, 1 M DEA | P05186 | inhibition, % at 20 µM;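 active = over 50% inhibition of tissue-nonspecific alkaline phosphatase at 20 µM in the single-dose screen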;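 also: plate controls were DMSO wells for no effect and EDTA-quenched wells as full inhibition for full effect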
# Target sequence (P05186 whole entry, looked up): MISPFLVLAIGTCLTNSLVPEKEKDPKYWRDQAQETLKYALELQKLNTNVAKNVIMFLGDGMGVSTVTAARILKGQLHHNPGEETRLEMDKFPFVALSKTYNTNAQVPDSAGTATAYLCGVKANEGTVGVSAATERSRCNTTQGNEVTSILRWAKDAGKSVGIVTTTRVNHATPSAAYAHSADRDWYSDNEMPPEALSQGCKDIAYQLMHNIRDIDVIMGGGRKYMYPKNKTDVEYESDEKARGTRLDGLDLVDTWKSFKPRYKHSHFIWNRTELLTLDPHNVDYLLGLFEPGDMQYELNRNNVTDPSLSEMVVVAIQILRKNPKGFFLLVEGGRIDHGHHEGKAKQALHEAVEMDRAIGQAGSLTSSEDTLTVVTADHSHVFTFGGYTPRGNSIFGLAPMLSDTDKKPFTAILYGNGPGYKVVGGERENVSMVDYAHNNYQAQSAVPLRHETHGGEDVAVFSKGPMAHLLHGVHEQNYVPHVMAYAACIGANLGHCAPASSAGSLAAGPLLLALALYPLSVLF
# APP 5'UTR act = activates APP 5'UTR luciferase reporter; AID 1276; actives 1% (n = 190,000); activation, % at 2 µM; SH-SY5Y APP 5'UTR luciferase reporter, luminescence; zero percent = DMSO vehicle wells;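 active = activation above a set limit, based on mean plus 3 SD of controls, cut at about 140% in these data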; also: values of inactives mirror those of a sister screen read the other way
# NF-kB expr up = compounds increasing NF-kB expression in human neuronal cells; NF-kB reporter expression; stronger effect = higher value; fold change at 12.5 µM; actives 1.6% (n = 190,000); AID 1239; in the data active = fold change above about 3.3
# PMI act hi M6P = increases human PMI activity with near-saturating mannose 6-phosphate. P34949. coupled PMI enzyme assay, resazurin fluorescence, 20 min; stronger effect = higher value; 1 = untreated enzyme, 0 = substrate-free blank. activation factor at 20 µM. actives 0.34% (n = 190,000);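 active = activation factor of 2 or more at 20 µM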
# Target sequence (P34949 whole entry, looked up): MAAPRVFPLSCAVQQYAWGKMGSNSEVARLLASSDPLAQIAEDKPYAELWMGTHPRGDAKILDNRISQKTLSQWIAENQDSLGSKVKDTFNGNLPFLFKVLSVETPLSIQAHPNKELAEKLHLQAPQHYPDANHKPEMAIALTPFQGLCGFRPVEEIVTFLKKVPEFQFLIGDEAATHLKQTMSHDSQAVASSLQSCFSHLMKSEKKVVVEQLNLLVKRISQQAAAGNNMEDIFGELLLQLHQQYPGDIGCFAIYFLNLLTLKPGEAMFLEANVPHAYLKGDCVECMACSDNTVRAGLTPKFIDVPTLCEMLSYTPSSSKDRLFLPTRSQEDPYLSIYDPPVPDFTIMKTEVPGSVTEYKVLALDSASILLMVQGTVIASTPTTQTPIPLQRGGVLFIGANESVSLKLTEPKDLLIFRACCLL
#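 Test system: Human PMI in coupled enzyme assay | Input: 15 ng/mL PMI | Medium: HEPES-buffered pH 7.4 with magnesium and detergent | Compound: One concentration, 20 µM, in 1% DMSO | Incubation: Enzyme reaction with compound 20 min at room temperature | Detection: Diaphorase-driven resazurin-to-resorufin fluorescence, excitation 544, emission 590 nm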
# TNAP inh no acc = inhibitors of human TNAP without phosphate acceptor | P05186 | AID 1012 | actives 0.26% (n = 200,000) | purified TNAP, CDP-star luminescence, 30 min | inhibition, % at 20 µM;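 active = tissue-nonspecific alkaline phosphatase inhibition above about 50% at 20 µM in the single-dose screen, limit read from the data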;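 also: 0% = DMSO negative control and 100% = EDTA positive control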
# TNAP act hi DEA = increases human TNAP activity under high phosphate acceptor concentration. purified TNAP, CDP-star luminescence, 1 M DEA, 30 min; stronger effect = higher value; 0 = EDTA background, 1 = DMSO-only activity. activation factor at 20 µM. 200,000 tested, under 10 active. AID 1136;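 active = activation factor at least 2 at 20 µM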
#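 Dosing: 20 µM single point. System: human TNAP. Amount: TNAP 1/800 final. Incubation: 30 min, room temperature. Read-out: TNAP activation factor scaled between EDTA and DMSO control wells. Signal: luminescence from CDP-star hydrolysis. Medium: 1 M DEA, pH 9.8, Mg2+, Zn2+. Control set: EDTA negative control, DMSO positive control.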
# FLuc act counter = affects firefly luciferase, flagging false hits in luciferase stimulation screens; 200,000 tested, under 10 active; activation factor at 10 µM; P08659; ATPlite luciferase biochemical, luminescence, 10 min; 0 = ATP-free wells, 1 = DMSO control;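 active = luciferase activation factor, scaled between plate controls, of at least 2 with compound at 10 µM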
#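 Assay system: Luciferase/luciferin reagent mix; Medium: PBS as buffer for the ATP substrate; Dosing: test compounds dosed from 2 mM stocks in 100% DMSO; Times: 10 min, room temperature; Signal: luminescence from luciferase reaction; Read-out: luciferase activation; Controls: No-ATP low control, compound-free enzyme-plus-ATP high control.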
# PMI act = increases human mannose-6-phosphate isomerase activity; actives 0.005% (n = 190,000); activation factor at 20 µM; P34949; AID 1214; purified human PMI, coupled resazurin fluorescence, 20 min; stronger effect = higher value; 1 = vehicle control, 0 substrate-free wells;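 active = activation factor of 2 or more at 20 µM, relative to plate controls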
# Starred values were filed as active, the others as inactive; . = no result given.
SMILES,FLuc inhib CS,bIAP activator,TNAP inh hiacc,APP 5'UTR act,NF-kB expr up,PMI act hi M6P,TNAP inh no acc,TNAP act hi DEA,FLuc act counter,PMI act
CCCCNC(=O)Nc1nnc(-c2ccccc2)o1,-4,1.3,-6,2,1.4,1.1,9,1.1,1,1.1
CC(=O)Oc1ccc(-c2cccc(C(=O)NCC(=O)O)c2)cc1,0,1,-2,17,1.1,0.9,-7,1,1,1
O=C(NC1CCCC1)C(c1ccccn1)N(C(=O)c1csnn1)C1CC1 (configuration not stated),-1,0.9,4,9,1.1,0.8,-8,1,1,0.8
CCOC(=O)N1CCN(C(=O)c2cn(CC(C)C)c(=O)c3c2c2ccccc2n3C)CC1,-1,1.1,0,13,0.44,0.9,-5,1,1,0.9
Cc1ccc(-c2nnc(Cc3ccc([N+](=O)[O-])cc3)o2)cc1,8,0.8,5,147*,2.7,1,-2,0.9,0.9,1
N#CC1=C2SCN(Cc3ccco3)CN2C(=O)CC1c1ccccc1F (configuration not stated),6,0.9,-2,8,0.93,0.8,-6,1,0.9,0.6
CC(C)c1ccc(NC2=NCC(=O)N2Cc2cccs2)cc1,-8,1,-8,1,1.7,1,-16,1.1,1.1,1
NNC(=O)CCc1c[nH]c2ccccc12,-7,1,3,2,1.2,1.1,0,1,1.1,1
CCOc1ccc(NCc2nnc(SCC(=O)Nc3cc(C)on3)n2-c2ccc(OC)cc2)cc1,-7,1,-7,10,0.97,0.8,-10,1.1,1.1,0.9
Cc1ccc(N2CC(C(=O)Oc3cccc(N4C(=O)CCC4=O)c3)CC2=O)cc1 (configuration not stated),-8,0.9,-3,-10,1.2,0.9,-12,1,1.1,0.9
C=CCn1c(=O)[nH]c2cc(C(=O)N3CCN(c4cccc(Cl)c4)CC3)ccc2c1=O,-8,1,-4,-8,0.94,1,0,1,1.1,1
Cc1nc(N2CCCCC2)c2c(C)c(C(=O)Nc3ccccc3C(F)(F)F)sc2n1,-8,1,0,15,1.2,0.8,-2,1,1.1,0.8
O=c1c(Cc2ccccc2)c(O)ccn1Cc1ccco1,-4,0.9,-3,5,0.91,0.8,-5,1,1,0.9
O=C(COC(=O)c1ccccc1)Nc1ccccc1N1CCOCC1,-7,0.9,-4,4,0.95,1,-12,1,1.1,1
COc1ccc(CNC(=O)CSc2nnc(C)n2-c2ccc(F)cc2)cc1,-1,0.9,2,-5,1.3,1,-3,1,1,1
CCOC(=O)c1n[nH]c2ccccc12,-3,1,-2,10,1.2,1,58*,1,1,1
CC(=O)OCCn1c(Br)nc2c1c(=O)[nH]c(=O)n2C,-2,1,-3,-5,1.2,1,-2,1,1,1
COc1cc(NC(=S)NCc2cccnc2)cc(OC)c1,1,1.1,-2,11,0.8,0.8,-8,1,1,0.9
CCC(C)NC(=O)c1ccccc1SC (configuration not stated),-5,1.1,-5,14,1.2,1.1,-13,1.1,1.1,1
CC(=O)Nc1ccc(S(=O)(=O)N2CCN(c3ccc([N+](=O)[O-])c(NCCN4CCOCC4)c3)CC2)cc1,-7,0.9,12,-6,0.94,0.9,7,0.9,1.1,0.9
Oc1ccccc1Nc1ncnc2c1oc1ccccc12,-1,1,-5,-3,1.3,1.1,6,1,1,1.1
c1ccc(OCc2noc(CN3CC[C@@H]4CCCC[C@H]4C3)n2)cc1,-6,1.1,-7,17,1.1,0.9,-9,1.1,1.1,0.9
COc1ccc(S(=O)(=O)c2c(C)c(NS(=O)(=O)c3ccccc3)cc(C)c2O)cc1,1,1,1,8,1.1,1,17,1,1,1.1
CCOC(=O)/C=C1\SCC(=O)N1CC(=O)NC12CC3CC(CC(C3)C1)C2,-5,1,-2,-11,0.91,1.1,-23,1,1.1,1.1
CN(C)S(=O)(=O)c1ccc(N2CCCC2)c(C(=O)NCc2cccc(C(F)(F)F)c2)c1,-4,0.9,-1,.,1.1,1,-4,1,1,0.9
C=CCN(C(=O)CNC(=O)c1ccco1)C(C(=O)NC1CCCC1)c1cccs1 (configuration not stated),-4,1,-6,6,0.89,1,-11,1.1,1,0.9
O=C1CC(c2ccc(F)cc2)Cc2nc(N3CCOCC3)ncc21 (configuration not stated),1,1,0,-18,1,0.9,2,1,1,0.9
COC(=O)C(NC(C)=O)(Nc1ccccc1)C(=O)OC,-6,1,-3,8,1.1,1,-16,1,1.1,1
C/C(=N\NC(=O)Cn1nnc2ccccc21)c1ccco1,-3,1,-4,-2,1,1,-6,1,1,1
CCc1nc(C)cn1S(=O)(=O)c1cc(F)ccc1OC,-8,0.9,-3,9,1.2,1,-4,1,1.1,0.9
C/[N+]([O-])=C\CC(=O)c1ccc(-c2ccccc2)cc1,5,1.1,2,-4,1.3,1.3,2,1,0.9,1.5
CCCOC(=O)C1C2C=CC(C2)C1C(=O)OCC(=O)c1ccccc1 (configuration not stated),-1,0.9,-7,11,0.83,1,-10,1.1,1,1
CC(=O)C1=C(O)C(=O)N(CCc2c[nH]c3ccccc23)C1c1cccc(O)c1 (configuration not stated),-5,1,-1,6,1,1,-7,1,1.1,1
O=C(OCCN1CCCCC1)c1ccc(Cl)cc1,-2,1,5,.,0.98,1,-7,0.9,1,1
COc1cc2c(C(=O)NCc3ccccn3)cn(CC(C)C)c(=O)c2cc1OC,-7,1.1,-3,22,0.99,1,-7,1,1.1,0.9
O=C(COc1ccccc1[N+](=O)[O-])NNC(=O)Nc1cccc2ccccc12,3,1.1,3,3,1.1,0.4,-80,1,1,0.9
Cc1ccc(C(=O)NC(=S)NCc2cccnc2)c(C)c1,-4,1,-5,4,1.5,1.1,-9,1.1,1,1
Cc1c(/C=N/NC(=O)c2ccc(O)cc2)c2ccccn2c1C(=O)c1ccc(F)cc1,7,1,8,7,0.31,0.9,-10,0.9,0.9,0.9
C=CCN(c1ccccc1C(=O)O)S(=O)(=O)/C=C/c1ccccc1,-5,0.9,-5,12,1.1,1,-14,1.1,1,1
O=C(CSc1nnc(-c2ccccc2)n1-c1ccc(Cl)cc1)NNC(=S)Nc1ccccc1,-4,0.7,-4,14,0.9,1,-102,1,1,0.9
CC(c1ccc(C(C)(C)C)cc1)S(=O)CC(O)CO (configuration not stated),-4,0.8,4,-3,1.1,0.9,-7,1,1,1
O=C1c2ccccc2C(Nc2ccc(S(=O)(=O)N3CCCCCC3)cc2)N1c1ccccn1 (configuration not stated),-7,1,-9,-7,1.6,1.1,0,1.1,1.1,1.1
NC(=O)COC(=O)c1ccc(Oc2ccccc2)cc1,-1,1.1,-5,0,1.6,1,-4,1.1,1,1
CCc1nnc(NC(=O)CSc2nnc(-c3ccncc3)n2C)s1,-4,0.9,0,-4,1.1,1,-2,1,1,1
COc1ccc(-c2ccnc3nc(N4CCOCC4)nn23)cc1,-6,1,-5,14,1.2,1.2,0,1,1.1,1.1
NS(=O)(=O)c1ccc(CCNC(=O)CSc2nc3ccsc3c(=O)n2CC2CCC(C(=O)O)CC2)cc1 (configuration not stated),0,1.1,0,15,1.1,1.1,-3,1,1,1.1
COc1ccc(CCNS(=O)(=O)c2cc(/C=C/C(=O)O)ccc2C)cc1OC,-3,1.1,0,7,1,1,-3,1,1,1
CCOc1ccc(C(=O)Nc2cccc3ncccc23)cc1Br,6,1.1,0,16,1.2,0.9,-2,1,0.9,1
O=C(COC(=O)c1cc(Br)c(Br)s1)NCCC1=CCCCC1,-18,0.7,-2,-5,1.3,0.9,-1,1,1.2,1
CCOC(=O)c1c(C(=O)OCC)c(C)n(N2C(=O)CSC2=S)c1C,-9,0.9,-4,5,1.2,1,-7,1,1.1,1

# (further entries)
SMILES,FLuc inhib CS,bIAP activator,TNAP inh hiacc,APP 5'UTR act,NF-kB expr up,PMI act hi M6P,TNAP inh no acc,TNAP act hi DEA,FLuc act counter,PMI act
c1cncc(Oc2cccc(Oc3cccnc3)c2)c1,-2,1,-4,7,1.2,1.1,-8,1,1,1
COC(=O)c1cc(C(C)=O)n2ccccc12,-4,0.9,-6,7,1.4,1,-7,1.1,1,1
Cc1ccc(CCNC(=O)CCSCc2ccc(Cl)cc2)cc1,0,0.8,2,11,1,0.9,2,1,1,0.9
Cc1nc(N)sc1-c1csc(Nc2ccccc2)n1,4,0.8,-5,-19,1.2,0.8,-38,1.1,1,0.6
CCCCNC(=O)C1CCCN1C(=O)Nc1ccccc1 (configuration not stated),-7,1,-1,10,1.3,1,-11,1,1.1,1
Cc1ccc(-n2c(Cc3cccn3C)nnc2SCC(=O)NC2CCCCC2)cc1,-1,1,1,0,1,1,-7,1,1,1
N#C/C(=C/c1ccc(-c2ccc(Br)cc2)o1)C(=O)NC1CCCCC1,-6,1,1,4,1,1,-16,1,1.1,0.9
Cc1ccccc1C(=O)c1c[nH]c(C(N)=O)c1,-7,1,-2,20,0.96,0.9,-7,1,1.1,0.9
COc1ccc(-n2nnc3c(=O)n(CC(=O)OCc4ccccc4)cnc32)cc1,-6,0.9,3,3,1.2,1,-5,1,1.1,1
O=C(NCCCl)Nc1cccc(Br)c1,-5,1.1,-4,5,1.3,1.1,-4,1,1.1,1.1

# Retrieved by compound from the list above, 5 records:
SMILES,FLuc inhib CS,bIAP activator,TNAP inh hiacc,APP 5'UTR act,NF-kB expr up,PMI act hi M6P,TNAP inh no acc,TNAP act hi DEA,FLuc act counter,PMI act
O=c1c(Cc2ccccc2)c(O)ccn1Cc1ccco1,-4,0.9,-3,5,0.91,0.8,-5,1,1,0.9
C/[N+]([O-])=C\CC(=O)c1ccc(-c2ccccc2)cc1,5,1.1,2,-4,1.3,1.3,2,1,0.9,1.5
O=C(NCCCl)Nc1cccc(Br)c1,-5,1.1,-4,5,1.3,1.1,-4,1,1.1,1.1
O=C(NC1CCCC1)C(c1ccccn1)N(C(=O)c1csnn1)C1CC1 (configuration not stated),-1,0.9,4,9,1.1,0.8,-8,1,1,0.8
Cc1ccc(-c2nnc(Cc3ccc([N+](=O)[O-])cc3)o2)cc1,8,0.8,5,147*,2.7,1,-2,0.9,0.9,1

# (continued)
SMILES,FLuc inhib CS,bIAP activator,TNAP inh hiacc,APP 5'UTR act,NF-kB expr up,PMI act hi M6P,TNAP inh no acc,TNAP act hi DEA,FLuc act counter,PMI act
COC(=O)CC1(c2ccccc2)C(=O)c2ccccc2C1=O,-6,0.8,-7,14,1,1.1,-23,1.1,1.1,1
COc1ccc(OC)c(NC=C2C(=O)OC3(CCCCC3)OC2=O)c1,-1,1,-5,-5,1.2,0.8,-2,1.1,1,0.9
COc1ccc(N2CCN(C(=O)CCNS(=O)(=O)c3ccccc3)CC2)cc1,-4,1.1,-3,-1,1.1,0.9,-12,1,1,0.9
COc1cc(/C=N/Nc2ccc(Cl)c(C(=O)O)c2)ccc1OC(=O)c1cccs1,-1,1,-1,22,2,2.4*,-10,1,1,1.6
C=C(C)Cn1c(SCC(=O)NCc2ccco2)nc2sc3c(c2c1=O)CCC3,-2,0.8,-1,6,1.1,0.9,-8,1,1,0.9
CC(=O)c1c(NC(=O)c2ccccc2)[nH]c(-c2ccccc2)nc1=S,-8,0.8,1,2,1.1,1.1,9,1,1.1,1.1
NC(=O)c1cc2cc([N+](=O)[O-])ccc2oc1=O,0,0.9,14,-10,1,1,8,0.9,1,1.1

# From PubChem
